# E-selectin induc: E-selectin induction in HUVECs, primary screen, imaging, HUVEC, immunofluorescence imaging, single point | P16581 | normalized: neutral wells 0, TNF-alpha wells 100 | activation, % at 7.58 µM | 260,000 compounds, 0.37% hits;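 active = mean E-selectin-positive cell signal at least 10% of the positive control, reached in at least 60% of replicates, without over 20% cell loss; inconclusive = no rule given, readout overlaps actives, possibly toxicity-flagged; inactive = the rest, including those meeting only one limit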;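 note: in these data hits start at about 27%; measured in HUVEC primary endothelial cells; signal is the percent of cells scored E-selectin positive by PE staining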
#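 Read-out basis: % PE-positive cells; Test system: HUVEC primary endothelial cells; Technique: immunofluorescence imaging; Dosing: single-point compound dose.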
# CASP6 VEID inh: human caspase-6 inhibitors, primary screen, biochemical, VEID-R110 fluorescence, single point, set 2. P55212. purified caspase-6, Z-VEID-R110 cleavage fluorescence. inhibition, % at 12.5 µM. 350,000 compounds, 0.53% hits. AID 686996, 2013;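 active = mean inhibition across replicates at least about 35%, with every replicate also reaching that limit, limit read from the data; inconclusive = only one of the two criteria met; inactive = neither criterion met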;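 note: 0% = median of neutral control wells and 100% = no fluorescence left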
# Target sequence (P55212 24-179 limits assumed): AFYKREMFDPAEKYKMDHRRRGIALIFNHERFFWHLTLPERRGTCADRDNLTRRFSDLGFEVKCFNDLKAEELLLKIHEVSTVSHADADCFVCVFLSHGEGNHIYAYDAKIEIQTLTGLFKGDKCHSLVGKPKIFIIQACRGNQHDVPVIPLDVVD
# Target sequence (P55212 194-293 limits assumed): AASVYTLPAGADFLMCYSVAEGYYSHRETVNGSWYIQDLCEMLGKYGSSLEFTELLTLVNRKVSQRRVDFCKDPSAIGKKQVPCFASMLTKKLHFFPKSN
# CFTR F508del cor: F508del CFTR correction, initial screen, CFBE line, single point | activity (quench increase), % at 7.58 µM | 350,000 compounds, 0.36% hits | CFBE cells, YFP halide quenching; stimulated with forskolin plus potentiator P3; % fluorescence drop versus neutral controls;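 active = mean added fluorescence quench of at least 8% versus neutral control, with both replicates also reaching 8%; inconclusive = only one of the mean or replicate conditions met; inactive = mean below 8% and not both replicates reaching 8%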;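 note: cells transiently co-express mutant CFTR-F508del with the halide-sensitive YFP; corrector assay measuring rescue of mutant channel to the surface after 24 h compound exposure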
# INS-1E GSIS act: GLuc luminescence reporter in INS-1E cells, primary screen for activators of glucose-dependent secretion of insulin; INS-1E GLuc reporter insulin secretion, 2-3 h; activation, % at 16.6 µM; 370,000 compounds, 0.61% hits;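 active = lowest replicate activation of at least 40%, so every replicate reaches that level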;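 note: 0% = median of neutral control wells and 100% = median of IBMX positive control wells; some compounds called inactive have numbers as strong as hits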
# XiGFP reactiv: activators of inactive X chromosome reactivation, primary screen, imaging, XiGFP fibroblasts, GFP high-content imaging, set 2; XiGFP mouse fibroblasts, % GFP-positive cells imaging, 3 d; cells co-treated with 5-aza-dC sensitizer; scaled so ellipticine positive control = 100%; activation, % at 7.58 µM; 360,000 compounds, 0.055% hits;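 active = mean normalized replicate activation at least 10% and every replicate at or above 10%; inconclusive = only one of the two criteria met; inactive = mean below 10% and not all replicates reach 10%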;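 note: 0% = median of on-plate neutral control wells and 100% = ellipticine 6 µM median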
#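 Schedule: 3 d treatment, 15 min room-temperature fixation; system: 68-5-11 XiGFP fibroblast line; buffer or medium: DMEM plus 5-aza-dC sensitizer; control set: ellipticine 6 µM positive control; compound: one concentration, pinned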
# RAD52 anneal inh: RAD52 DNA annealing inhibitors, primary screen, biochemical, FRET, single point, set 2; AID 651710, 2012; inhibition, % at 18.7 µM; 360,000 compounds, 0.46% hits; recombinant RAD52 DNA annealing, FRET fluorescence;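 active = every replicate showing at least 50% inhibition; inconclusive = mean inhibition at least 50% but not in every replicate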
# DENV2 CPE: inhibitors of DENV2 cytopathic effect, primary screen, cell-based, plate reader, single concentration; DENV2-infected cells, cytopathic effect rescue; CPE inhibition, % at 9.99 µM; 350,000 compounds, 1.7% hits; AID 651640, 2012; in the data active = CPE inhibition above about 20%, passing the limit was not always enough; inconclusive = no clear call, values can overlap the other calls; tested in BHK-21 cells;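 note: 0% = median of neutral control wells and 100% = median of positive control wells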
# RAD54 branch: inhibitors of human RAD54 branch migration, primary screen, biochemical, fluorescence, single point. DNA repair and recombination protein RAD54-like (Homo sapiens), Q92698. RAD54 Holliday junction branch migration, FAM/BHQ fluorescence. inhibition, % at 10.4 µM. 360,000 compounds, 0.14% hits. AID 602329, 2012;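 active = mean normalized replicate activity at least 40 and at least half of replicates scoring 40 or more; inconclusive = only one of the two criteria met; inactive = mean below 40 and under half of replicates reaching 40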;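 note: 0% = median of neutral control wells and 100% = median of positive control wells; inhibitors cause a drop in the FAM fluorescence signal; in these data hits start at about 50%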
# Target sequence (Q92698 whole entry, looked up): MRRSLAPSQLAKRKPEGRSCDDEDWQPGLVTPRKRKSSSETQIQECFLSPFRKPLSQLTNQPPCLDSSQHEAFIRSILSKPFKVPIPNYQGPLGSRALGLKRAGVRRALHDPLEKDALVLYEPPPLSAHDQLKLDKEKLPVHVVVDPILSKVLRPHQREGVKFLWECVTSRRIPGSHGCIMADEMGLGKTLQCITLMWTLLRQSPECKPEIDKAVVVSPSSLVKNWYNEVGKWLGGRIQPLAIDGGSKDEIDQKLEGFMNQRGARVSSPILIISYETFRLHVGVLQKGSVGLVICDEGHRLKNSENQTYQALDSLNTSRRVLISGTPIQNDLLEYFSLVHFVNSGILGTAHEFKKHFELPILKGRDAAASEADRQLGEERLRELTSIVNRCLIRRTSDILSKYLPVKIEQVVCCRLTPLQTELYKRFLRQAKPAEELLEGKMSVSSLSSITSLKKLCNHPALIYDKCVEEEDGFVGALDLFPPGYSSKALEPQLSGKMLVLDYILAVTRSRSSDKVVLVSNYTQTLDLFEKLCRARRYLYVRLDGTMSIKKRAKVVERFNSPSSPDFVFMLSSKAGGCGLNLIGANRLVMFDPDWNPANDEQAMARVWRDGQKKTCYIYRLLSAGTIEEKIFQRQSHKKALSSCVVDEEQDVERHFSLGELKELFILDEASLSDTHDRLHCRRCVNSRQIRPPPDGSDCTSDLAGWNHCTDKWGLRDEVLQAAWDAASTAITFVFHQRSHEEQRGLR
# Numbers without * were called inactive; ? = inconclusive; . = no result given; & = joins results of further samples.
SMILES,E-selectin induc,CASP6 VEID inh,CFTR F508del cor,INS-1E GSIS act,XiGFP reactiv,RAD52 anneal inh,DENV2 CPE,RAD54 branch
CCN(CC)C(=O)CCS(=O)(=O)c1cccc2nonc12,.,-2,-1.8,11,-0.1,-10,-1,.
CO[C@H]1CN(C)C(=O)c2cc(NC(=O)c3cnccn3)ccc2OC[C@@H](C)N(CCc2ccccc2)C[C@@H]1C,0.5,-1,0.9,-17,-0.1,-17,12,4
O=C(Cc1ccccc1)N[C@H]1CC[C@H](CC(=O)N2CCOCC2)O[C@@H]1CO,0.2,-1,1.2,16,-0.1,4,-1,-6
C[C@H](CO)N1C[C@H](C)[C@H](CN(C)S(=O)(=O)c2ccc(F)cc2)Oc2c(NC(=O)c3cnccn3)cccc2C1=O,-0.2,-2,-0.2,6,-0.5,11,-3,.
Cc1ccccc1OCc1nc2ccccc2n1C,.,-3,4.0,6,0.0,-7,-6,-4
O=C(CN(Cc1ccc(F)cc1)C(=O)CCC(=O)Nc1nccs1)NCc1ccccc1,-0.1,1,1.9,-1,0.0,-16,16,2
CN1CCCC(OC(=O)c2cc(F)c(F)c(F)c2F)C1 (centres undefined),1.7,-2,-1.4,-6,-0.1,1,0,1
Cc1ccc(NS(=O)(=O)c2ccc(Cl)c(N=Nc3c(O)[nH]c(=O)[nH]c3=O)c2)cc1Cl,.,11,-3.6,-4,0.3,-10,-3,-3
COc1ccccc1C1CCN(C(=O)c2cnn(-c3ccccc3)c2C)CC1,0.1,3,-33,9,0.0,1,-3,1
CSc1ncccc1C(=O)NC1CCCc2c1cnn2-c1ccc(C)c(C)c1 (centres undefined),.,-1,-1.6,-52,0.3,-8,12,-14
CCCc1cc(C(=O)Nc2ccc(C(C)=O)cc2)no1,.,-4,4.5,5,0.0,-16,?,4
COc1ccc(S(=O)(=O)Nc2ccc3c(c2)C(=O)N([C@H](C)CO)C[C@H](C)[C@@H](CN(C)C(=O)NC2CCCCC2)O3)cc1,-0.1&-0.1,1&-1,-1.1&-3.6,-3,-0.2&0.0,10&-5,?,1&2
O=C(NC1CC1)c1cccc(NC(=O)c2cc(S(=O)(=O)N3CCOCC3)ccc2Cl)c1,.,1,-0.8,-14,0.0,-11,94*,-3
COc1ccc(NC(=O)N(C)C[C@H]2OCCCC[C@@H](C)Oc3ccc(N(C)C)cc3C(=O)N([C@@H](C)CO)C[C@@H]2C)cc1,0.3,52*,-0.1,-7,-1.1,-7,5,2
COC(=O)c1sccc1NC(=O)c1ccccc1C(=O)O,12,0,2.3,-17,0.4,-14,3,.
CCN(CC)CCCNC(=O)CNC(=O)c1nn(-c2ccc(OC)cc2)c(=O)c2ccccc12,7.6,0,-1.0,6,0.2,-7,-1,.
CCCn1c(N)c(N(CCOC)C(=O)c2cc(S(=O)(=O)N3CCCCCC3)ccc2OC)c(=O)[nH]c1=O,0.0,-2,0.5,-2,0.0,-3,-3,9
C[C@@H]1CN([C@H](C)CO)S(=O)(=O)c2ccc(C#CC3CCCC3)cc2O[C@@H]1CN(C)C(=O)Cc1ccncc1,-4.4,-2,-1.2,-4,-0.6,-41,-5,-4
Cc1cc(C)cc(Cn2cc(CN3CC(N4CCSCC4)CS3(=O)=O)nn2)c1 (centres undefined),3.0,-3,-2.3,-1,-0.1,-9,0,.
CC(C)(C)OC(=O)N(CCc1ccccc1)Cc1ccc(OCc2cccc(NC(=O)C3CCCC3)c2)cc1,-2.7,-4,2.1,6,0.4,-16,-1,6
Cc1cc(C(=O)Nc2cccc3c2O[C@@H](CN(C)Cc2ccccc2)[C@H](C)CN([C@@H](C)CO)C3=O)n(C)n1,0.1,1,0.0,16,-1.2,12,-5,1
O=C(c1cccc(S(=O)(=O)N2CCCCC2)c1)N1CCN(c2ccccc2)CC1,-0.1,1,-2.1,-3,-0.1,3,-3,0
COc1ccc(C(=O)c2cn(-c3cccc(Br)c3)nc2C(C)=O)cc1,0.0,-2,1.5,0,0.2,-6,2,-2
CCC(C)(C)C1CCc2nc3ccccc3c(C(=O)OC(C)C(=O)Nc3c(C)n(C)n(-c4ccccc4)c3=O)c2C1 (centres undefined),.,-3,.,-9,-0.1,-17,-10,.
COc1ccc(N2CCN(CC(O)COc3ccc(C)cc3C)CC2)cc1 (centres undefined),0.2,0,3.1,-33,0.0,-4,4,.
COc1ccc(CCNC(=O)c2ccc(CSc3ccccc3)o2)cc1,.,.,0.7,-31,0.0,-1,.,.
O=C(Cn1nnc(N2CCOCC2)n1)NN=Cc1ccccc1Cl,-0.4,1,-2.4,-13,0.0,-24,19,.
O=S(=O)(NCCc1cn2ccccc2n1)c1ccc2c(c1)OCCO2,0.2,1,1.1,-12,0.3,-13,3,6
Cc1ccc(/C=C2\SC(=S)N(c3cccnc3)C2=O)o1,3.9,11,2.3,16,0.0,-82,-1,.
CNC(=O)c1ccc(NC(=O)CCc2c(C)noc2C)cc1,.,1,-0.9,16,0.0,-4,-8,3
COC(=O)/C=C1\SC(=NC(=O)c2ccc(OC)cc2)NC1=O,.,-3,-1.3,-17,0.1,-10,19,-6
COc1ccc(S(=O)(=O)N/N=c2\oc3c(OC)cccc3cc2S(=O)(=O)c2ccc(C)cc2)cc1OC,.,0,-2.2,-4,0.0,-17,-4,.
CCC(=O)Nc1cccc2cccnc12,-0.1,-4,-1.4,-5,0.2,-8,-3,1
O=C(c1cccs1)N(Cc1cc2ccccc2[nH]c1=O)CC1CCCO1 (centres undefined),-0.1,4,3.1,1,-0.1,-5,4,-4
CO[C@@H]1CN(C)C(=O)c2cc(NC(=O)c3ccc(F)cc3)ccc2OC[C@@H](C)N(C)C[C@H]1C,0.2,2,.,7,0.5,16,-10,1
CC(C)C12CN3CC(C(C)C)(CN(C1)C3c1ccc([N+](=O)[O-])o1)C2=O (centres undefined),13,0,0.0,-18,0.0,-7,0,-10
CO[C@@H](CN(C)S(=O)(=O)c1ccc(Cl)cc1)[C@H](C)CN(C(=O)Nc1ccccc1F)[C@H](C)CO,0.0,-2,1.1,1,0.0,6,1,-5
O=C(CC1CC1)Nc1ccc2c(c1)[C@@H]1C[C@H](CC(=O)N3CCOCC3)O[C@@H](CO)[C@@H]1O2,-0.2,.,0.1,11,-0.1,.,-5,-9
COCCn1c(C(=O)N2CCCC2)cc2c1C[C@H]1CN(C(=O)c3ccccc3)[C@@](Cc3ccc(F)cc3)(C(=O)OC)[C@@H]21,0.4,2,-2.3,-11,-0.1,-9,64*,.
C[C@H](CO)N1C[C@H](C)[C@H](CN(C)Cc2ccc(-c3ccccc3)cc2)Oc2ccc(NC(=O)Cn3cnnn3)cc2C1=O,0.0,.,5.8,-5,0.0,10,-1,4
O=C(C[C@H]1C[C@H]2c3cc(NC(=O)Nc4ccccc4F)ccc3O[C@H]2[C@@H](CO)O1)NCC(F)(F)F,-0.2,2,-4.1,12,0.0,-1,-4,7
Cc1sc(NC(=O)c2ccccc2)c(C(=O)NC(C)C)c1C,.,6,-0.5,11,.,-3,.,.
C[C@@H](NC(=O)[C@@H]1CCCN1C(=O)[C@@H]1CCCN1C(=O)OC(C)(C)C)c1ccccc1,-0.1,-5,1.0,9,-0.2,-15,0,.
C[C@H]1CN([C@@H](C)CO)S(=O)(=O)c2ccc(-c3ccncc3)cc2O[C@H]1CN(C)S(C)(=O)=O,0.2,-2,0.0,11,0.1,21,9,4
Cc1nc2sc3c(=O)[nH]nnc3c2c(C)c1Br,-0.1,-2,-2.3,4,0.1,-11,-4,-2
CCOc1ccc(C2C(C(=O)c3ccco3)=C(O)C(=O)N2CCCn2ccnc2)cc1OCC (centres undefined),-0.3,-1,3.0,6,0.0,-10,-6,-1
O=C(Nc1cccc(C(F)(F)F)c1)N1CCC(c2nc(-c3ccc(F)cc3)no2)CC1,.,-1,.,-32,.,-8,.,1
COc1ccc(CN(C)C[C@@H]2Oc3c(NC(=O)Nc4ccc(C(F)(F)F)cc4)cccc3C(=O)N([C@H](C)CO)C[C@H]2C)cc1,0.4,-5,4.5,10,-0.4,3,4,1
Cc1ccccc1OC/C(O)=C(\C#N)c1nc2ccccc2[nH]1,.,-4,.,13,.,-10,.,-9
C[C@H](CO)N1C[C@H](C)[C@H](CN(C)S(=O)(=O)c2cccs2)Oc2ncc(C#CC(C)(C)O)cc2C1=O,-2.0,1,-4.5,-11,-0.8,-3,-9,5
CCOC(=O)N1CCN(C(=O)C2CCCN(c3nc4ccc(OCC)cc4s3)C2)CC1 (centres undefined),0.1,-2,4.5,.,0.0,-5,0,2
O=C(c1cccc(F)c1)N1CCCCN2[C@H](CO)[C@@H](c3ccc(/C=C/c4ccccc4)cc3)[C@H]2C1,-0.1,0,-4.8,-27,0.3,-20,9,5
Cc1nn(CC(=O)Nc2ccc(Cl)cc2)c(=O)c2cc(-c3ccccc3)nn12,.,-3,0.1,7,0.1,-7,5,-5
CCOC(=O)c1ccccc1NC(=O)CSc1nc(N)cc(=O)[nH]1,3.2,1,1.5,3,0.0,-11,-3,2
C[C@@H]1CN([C@H](C)CO)C(=O)c2cccc(NC(=O)c3ccc(-c4nccs4)cc3)c2O[C@H]1CN(C)Cc1ccc(-c2ccccc2)cc1,-0.4,.,1.4,4,-1.1,-4,1,2
CCCCNC(=O)[C@H](CSCc1ccccc1)N1Cc2ccccc2C1=O,.,2,2.6,-2,0.1,-25,?,0
c1ccc(CCCCc2ccncc2)cc1,-0.2,-1,0.0,-2,-0.1,-2,5,6
CCCc1cc(C(=O)Nc2cccc3ccccc23)n(C)n1,.,-2,-0.1,-8,0.0,-15,-2,-1
CC[C@H](C)[C@@H]1NC(=O)[C@H]([C@@H](C)CC)NC(=O)[C@@H](CC(C)C)NC(=O)[C@H](Cc2ccccc2)NC(=O)[C@H](Cc2ccccc2)NC(=O)[C@@H]2CCCN2C(=O)[C@@H]2CCCN2C(=O)[C@H](C(C)C)NC(=O)[C@H](CC(C)C)NC1=O,-0.1,2,3.1,.,-0.1,-12,-9,6
CO[C@H]1CN(C)C(=O)c2cc(NC(=O)c3ccc(Oc4ccccc4)cc3)ccc2OC[C@H](C)NC[C@@H]1C,-0.1,.,-6.8,18,-0.3,36,0,14
CCOc1ccc(Nc2ncnc3c2cnn3Cc2ccccc2)cc1,.,1,0.7,-23,.,-1,1,-6
Cc1noc(C)c1NC(=O)Nc1ccc2c(c1)C(=O)N([C@H](C)CO)C[C@H](C)[C@H](CN(C)S(=O)(=O)c1ccc(Cl)cc1)O2,1.0,1,1.2,6,0.1,8,18,-3
CCOc1ccc(CNc2ccc(S(N)(=O)=O)cc2)cc1,.,0,0.4,-8,0.2,-2,1,.

# From PubChem
